Bioassay records: PubChem BioAssay, The Scripps Research Institute Molecular Screening Center
CHRM1 antagonist – human M1 muscarinic receptor antagonists, primary screen, CHO-K1 cells, Fluo-8 calcium fluorescence, 1536-well. Muscarinic acetylcholine receptor M1 (Homo sapiens), P11229. CHO-K1 hM1, ACh EC80 antagonist. inhibition, % at 3 µM. hit rate 1.3% among 360,000. AID 588852, 2011;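 active = percent inhibition above its own plate's cutoff, namely the mean of that plate's compound wells plus 3 SD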;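 note: peak over basal fluorescence ratio during 140 s after agonist addition; 0% = ACh EC80 plus DMSO and 100% = DMSO alone without agonist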
Target sequence (P11229 whole entry, looked up): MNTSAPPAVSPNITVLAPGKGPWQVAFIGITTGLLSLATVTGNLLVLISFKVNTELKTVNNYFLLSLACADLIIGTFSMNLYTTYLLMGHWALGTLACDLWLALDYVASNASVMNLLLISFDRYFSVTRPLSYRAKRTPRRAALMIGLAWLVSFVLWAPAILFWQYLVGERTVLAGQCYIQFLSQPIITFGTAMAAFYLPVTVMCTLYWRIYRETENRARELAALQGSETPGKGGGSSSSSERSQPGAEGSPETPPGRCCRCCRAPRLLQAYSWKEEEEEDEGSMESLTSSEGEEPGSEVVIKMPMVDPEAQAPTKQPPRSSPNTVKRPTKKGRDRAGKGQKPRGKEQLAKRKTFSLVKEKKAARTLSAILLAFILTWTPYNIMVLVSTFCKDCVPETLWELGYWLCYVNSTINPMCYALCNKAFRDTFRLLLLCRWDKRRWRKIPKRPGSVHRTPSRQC
CHO parental Ca – ATP-evoked calcium signal inhibitors, parental CHO, primary screen, counter-screen for OX1R antagonist project, cell-based, fluorescence, Fluo-8 calcium dye; parental CHO-K1, ATP-induced calcium, Fluo-8 fluorescence; inhibition, % at 5.6 µM; hit rate 0.63% among 330,000; AID 463079, 2010;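 active = inhibition above that plate's mean sample inhibition plus 3 SD, cut at about 26% in these data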;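 note: 0% = ATP-challenged DMSO wells and 100% = DMSO wells without ATP; some compounds past the cut are filed as inactive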
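Assay system: untransfected parental CHO cell line. Also added: ATP agonist challenge. Dosing: one dose, 5.6 µM nominal. Measured by: Fluo-8 fluorescence. Read-out: % inhibition. Benchmarks: ATP wells versus no-ATP DMSO wells. Repeats: no replicates.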
M1 ag – human M1 muscarinic receptor agonists, primary screen, Fluo-8 calcium fluorescence, CHO-K1 cells, HTS. Muscarinic acetylcholine receptor M1 (Homo sapiens), P11229. CHO-K1 hM1, agonist mode; 0% DMSO, 100% acetylcholine EC100. activation, % at 3 µM. hit rate 0.33% among 360,000. AID 588814, 2011;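 active = activation above the run's mean compound activation plus 3 SD, cut at about 16% in these data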;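 note: peak over basal fluorescence ratio within a 140 s kinetic read after compound addition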
CHO-K1 Ca antag – nonselective inhibitor or artifact in parental CHO-K1 cells; hit rate 0.6% among 360,000; ATP-induced calcium, Fluo-8 fluorescence; inhibition, % at 3 µM; AID 602250;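 active = inhibition above a per-plate cutoff, the plate's mean sample inhibition plus 3 SD, cut at about 24% in these data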;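 note: 0% = DMSO plus EC80 ATP and 100% = DMSO alone without ATP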
M1 PAM parental – nonselective calcium activators in parental CHO-K1 cells, primary screen, counter-screen for M1 PAM project, cell-based, Fluo-8 calcium fluorescence, full deck, 1536-well | hit rate 0.02% among 360,000 | ATP EC20; 0% at ATP EC20, 100% at ATP max | AID 602247, 2012 | activation, % at 3 µM;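 active = activation above the run cutoff, the mean activation of all test compounds plus 3 SD, cut at about 40% in these data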;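 note: peak over basal fluorescence ratio in a 140 s read after ATP addition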
CHO-K1 Ca ag – counter-screen for M1 agonists: effect in parental CHO-K1 cells; Fluo-8 calcium fluorescence; scaled to maximal ATP response, vehicle zero; activation, % at 3 µM; hit rate 0.48% among 360,000; AID 602248, 2012; in the data active = activation above about 15%;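 note: untransfected CHO-K1 host cells lacking M1 receptor as counterscreen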
TAAR1 agonist – human TAAR1 agonists, primary screen, Fluo-8 calcium fluorescence, CHO RD-HGA16 cells. Trace amine-associated receptor 1 (Homo sapiens), Q96RJ0. AID 624467, 2012. hit rate 0.99% among 360,000. vehicle wells 0%, saturating PEA agonist 100%. activation, % at 3 µM;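 active = activation above the mean activation of all test compounds in the run plus 3 SD, cut at about 38% in these data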
Target sequence (Q96RJ0 whole entry, looked up): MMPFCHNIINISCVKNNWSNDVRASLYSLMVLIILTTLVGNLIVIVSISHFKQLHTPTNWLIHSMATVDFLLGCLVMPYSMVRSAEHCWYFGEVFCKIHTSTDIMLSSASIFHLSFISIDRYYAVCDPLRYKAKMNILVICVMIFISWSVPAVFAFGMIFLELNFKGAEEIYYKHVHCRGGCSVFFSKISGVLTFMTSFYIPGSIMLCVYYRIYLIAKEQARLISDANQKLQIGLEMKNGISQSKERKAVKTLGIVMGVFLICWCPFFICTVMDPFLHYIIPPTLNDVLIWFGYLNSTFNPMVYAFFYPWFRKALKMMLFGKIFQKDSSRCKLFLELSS
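Test system: RD-HGA16 (CHO) cells co-expressing Gα16 and hTAAR1 | Doses: Single dose, 3 µM | Schedule: 17-24 h seeding, 75 min 37 °C dye, 30 min RT | Evaluation: % activation from peak over basal fluorescence ratio, DMSO-to-PEA scaled | Technique: Kinetic Fluo-8 calcium fluorescence | Benchmarks: Low control DMSO, high control PEA (EC100)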
M1 PAM – human M1 muscarinic receptor positive allosteric modulators, primary screen, CHO-K1 cells, Fluo-8 calcium fluorescence, 1536-well. Muscarinic acetylcholine receptor M1 (Homo sapiens), P11229. CHO-K1 hM1, ACh EC20; 0% = ACh EC20, 100% = maximal ACh. activation, % at 3 µM. hit rate 0.088% among 360,000; in the data active = activation above about 19%, passing the limit was not always enough
TAAR1 antag – human TAAR1 antagonists, primary screen, Fluo-8 calcium fluorescence, CHO RD-HGA16 cells. hit rate 1.5% among 360,000. Trace amine-associated receptor 1 (Homo sapiens), Q96RJ0. antagonist. inhibition, % at 3 µM;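 active = inhibition above a per-plate cutoff, the mean inhibition of test compounds on that plate plus 3 SD, cut at about 49% in these data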;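 note: 0% = DMSO plus EC80 beta-PEA response and 100% = DMSO alone without agonist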
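Test system – hTAAR1-expressing CHO RD-HGA16 cells, Gα16-coupled · Also added – β-PEA at EC80 concentration, post-compound challenge · Compound – 3 µM, single point · Incubation – dye loading 75 min at 37 °C, then 30 min room temperature · Measured by – Fluo-8 intracellular calcium dye fluorescence, real-time kinetic reads · Benchmarks – vehicle and agonist controls · Replicates – singlicate, one well per test compound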
The depositor's hits bear a star; nt = no result given. No enrichment for hits. About 4.4% of those tested had a hit in this group.

Molecule | CHRM1 antagonist | CHO parental Ca | M1 ag | CHO-K1 Ca antag | M1 PAM parental | CHO-K1 Ca ag | TAAR1 agonist | M1 PAM | TAAR1 antag
Cc1cc(C)n(-c2c(F)c(F)c(COC(=O)c3ccccc3)c(F)c2F)n1 | -2 | -23 | -4 | -14 | 10 | -0.3 | 6 | 0 | 35
O=C(Oc1cccc(N2C(=O)CCC2=O)c1)c1ccccc1 | -3 | -10 | -2 | -23 | 21 | 0.7 | 3 | 8 | -5
CCCC1C2CN(C(C)C)CC=C2C(C#N)=C(N)C1(C#N)C#N (stereo not given) | 38* | -6 | -1 | 5 | 6 | 4.4 | 9 | -20 | 7
COc1cc(OC)cc(C(=O)NC(C(=O)Nc2ccc3c(c2)OCCO3)C(C)C)c1 (stereo not given) | -8 | -13 | -8 | -12 | -4 | -0.6 | 0 | 5 | -27
CC(=O)c1nn(-c2cccc(Br)c2)cc1C(=O)c1ccc(Cl)cc1 | -6 | -7 | -3 | -3 | 4 | -0.4 | 8 | 5 | -5
CC(=O)N1CCN(S(=O)(=O)c2cccc(C(=O)OCC(=O)N(Cc3ccccc3)C(C)(C)C)c2)CC1 | -2 | -5 | -5 | 2 | -5 | 1.1 | 8 | 1 | 8
Cc1ccc(NC(=O)CSc2ncnc3ccccc23)cc1S(=O)(=O)N1CCCCC1 | 23 | 38 | -7 | 20 | 8 | 11 | 5 | -10 | 38
O=C(CN1CCN(c2ccccc2)CC1)Nc1ccc(OCc2ccccc2)cc1 | -2 | 12 | -2 | -11 | 25 | 3.0 | nt | -2 | nt
Cc1onc(-c2ccccc2)c1C(=O)Oc1cccnc1 | -11 | -4 | -6 | 1 | -6 | -0.4 | 3 | 4 | -5
Cc1ccccc1C(=O)NCC(=O)NNC(=S)NC(=O)c1ccccc1C | -7 | 7 | -5 | 5 | 5 | -0.3 | 3 | 3 | 4
C=C[C@]12CC[C@H](OC(C)=O)CC1=CCC1C2CC[C@@]2(C)C1CCC21OCCO1 (stereo not given in full) | -19 | nt | -3 | -2 | -10 | 0.2 | -1 | 6 | -6
CCOC(=O)N1CCN(S(=O)(=O)c2ccc(OCC(=O)OC)cc2)CC1 | 4 | -4 | -3 | -10 | 16 | 1.6 | 8 | -2 | -2
C/C(=N\NC(=O)C1CC1)c1cccnc1 | -8 | 4 | -10 | -13 | 25 | 0.6 | 1 | 5 | -21
CCC(=O)c1cn(CC(=O)Nc2ccc(F)cc2)c2ccccc12 | -9 | nt | -2 | -7 | 20 | 1.4 | 4 | 3 | -16
O=Cc1ccc(OCc2ccc3c(c2)OCO3)cc1 | -7 | -6 | -2 | -10 | 12 | 0.4 | 5 | 3 | 0
COc1ccc(NC(=O)C[C@H]2C(=O)N(c3ccc(Br)cc3)C[C@@H]2CSC)cc1 | 1 | nt | -3 | -13 | 10 | 2.6 | 1 | -7 | 4
Cc1cc(C)cc(NC(=O)CCn2ccnc2)c1 | -8 | -7 | -6 | -4 | 2 | 0.3 | -3 | 6 | -1
Cc1cc(=O)n2nc(N3CCCC3C(=O)Nc3cccc(Cl)c3C)sc2n1 (stereo not given) | -18 | -15 | -9 | -16 | 31 | 0.8 | 0 | 11 | -1
CC(=O)NCCNc1nc2c(-c3ccccc3)nnn2c2ccccc12 | 3 | -13 | -9 | -12 | -3 | 3.6 | 12 | -3 | 2
CCOc1cc(C(=S)N2CCOCC2)ccc1OC(=O)c1cc(OC)c(OC)c(OC)c1 | -9 | -12 | -3 | -12 | 16 | 0.4 | 3 | 7 | 0
COc1ccc(OC)c(/C=C2\SC(=S)N(C(C(=O)O)c3ccccc3)C2=O)c1 (stereo not given) | -4 | -5 | -1 | -3 | -3 | 1.6 | 24 | 4 | -9
O=C(CCNC(=O)c1ccc(Cl)cc1)NC1CCCCCC1 | -15 | -12 | -3 | -1 | -1 | -0.2 | 4 | 13 | -20
COCCn1c(N2CCCC2)nc2c1c(=O)[nH]c(=O)n2C | -8 | 2 | -4 | 3 | 8 | 1.1 | 7 | 4 | -11
CCC(=O)c1ccc(OCC(=O)Nc2ccc3c(c2)OCCO3)cc1 | -14 | -9 | 1 | -1 | 1 | 2.0 | 1 | 8 | -5
COc1ccc(CC(C)N2CCN(c3ccccc3OC)CC2)cc1OC (stereo not given) | 0 | -12 | -8 | -13 | 14 | 0.7 | 1 | -4 | 1
CCn1cc(/C=N/N=C2\CCC3C4CCc5cc(O)ccc5C4CC[C@]23C)c(C)n1 (stereo not given in full) | -30 | 38* | 0 | -13 | 22 | 2.9 | 11 | 5 | 34
COc1cc(C)nc(N(C)S(=O)(=O)c2ccccc2Cl)n1 | -4 | 2 | -2 | -14 | 11 | 2.5 | 6 | 1 | -5
O=C(NCCCCCCCCNC(=O)c1cccc2ccccc12)c1cccc2ccccc12 | 7 | nt | -2 | -8 | -3 | -0.4 | 0 | -8 | -5
O=S1(=O)CC(N2CC=CC2)CN1Cc1cn(Cc2ccc(F)cc2)nn1 (stereo not given) | nt | nt | nt | -20 | 14 | 1.2 | 1 | nt | -19
Cc1nn(Cc2c(Cl)cccc2Cl)c(C)c1N | -2 | -6 | 1 | 5 | 6 | -0.2 | -2 | 8 | 2
Cc1ccc(S(=O)(=O)N2CCN(C3CC(=O)N(CCc4ccccc4)C3=O)CC2)cc1C (stereo not given) | -14 | -13 | -8 | -17 | 12 | 2.1 | 6 | 8 | -11
CC(C)(C)c1nnc(NC(=O)c2cccnc2Cl)s1 | 5 | -8 | -3 | 5 | 7 | 0.2 | 1 | -4 | -5
Cc1ccccc1C(=O)Nc1sc(C)c(C)c1C(=O)c1ccccc1 | -4 | -6 | -6 | -5 | 17 | 4.7 | 15 | 1 | -12
Nc1nc(-c2ccc3c(c2)CCC(=O)N3)cs1 | -6 | 3 | -3 | -7 | 5 | 1.1 | 12 | 6 | 8
CC1=C(C(=O)N2CCCCCC2)CC(CC(=O)NCCN2CCOCC2)C(=O)N1Cc1ccccc1 (stereo not given) | -19 | nt | -4 | -13 | -3 | 0.3 | 1 | -2 | -1
Fc1ccccc1Cc1nnc2n1N=C(c1ccc(Cl)cc1)CS2 | -2 | -7 | -2 | -4 | 15 | 0.2 | 2 | 5 | 6
Cc1ccc2c(c1)N(CC(=O)NCCCN1CCN(C)CC1)C(=O)CO2 | 1 | -3 | -13 | -16 | 3 | -0.1 | -2 | -3 | 7
CCc1cc(=O)oc2cc(OCC(N)=O)c(Cl)cc12 | 10 | -10 | -2 | 19 | -2 | -0.2 | 2 | -3 | 15
CN(NC(=O)c1ccccc1Cl)c1ncc(C(F)(F)F)cc1Cl | -15 | -4 | -3 | 6 | 18 | 0.3 | 6 | 15 | -14
CCNS(=O)(=O)c1ccc2c(c1)n(C)c(=O)n2C | -2 | -8 | -4 | -13 | 20 | 1.4 | 18 | 9 | -3
CC(=O)c1c(O)cc(C)n(Cc2ccccc2)c1=O | -13 | 4 | 1 | -35 | 21 | 0.1 | 19 | 12 | -8
COc1cc2c(cc1OC)/C(=C/c1ccc(Br)cc1)C(=O)OC2 | 2 | -30 | -8 | -2 | 13 | 2.3 | 3 | 3 | 10
COCCNC(=S)N/N=C/c1ccc(OCc2ccc(C(=O)OC)cc2)cc1 | -7 | -3 | -4 | 6 | 10 | 0.7 | 1 | 7 | 3
CNc1nc(Cl)nc2ncn(C)c12 | -13 | nt | 1 | 5 | -16 | -0.5 | 1 | 11 | -3

11 structures out of the list, arranged by length of the SMILES, rising:
Molecule | CHRM1 antagonist | CHO parental Ca | M1 ag | CHO-K1 Ca antag | M1 PAM parental | CHO-K1 Ca ag | TAAR1 agonist | M1 PAM | TAAR1 antag
CC(=O)c1c(O)cc(C)n(Cc2ccccc2)c1=O | -13 | 4 | 1 | -35 | 21 | 0.1 | 19 | 12 | -8
CCc1cc(=O)oc2cc(OCC(N)=O)c(Cl)cc12 | 10 | -10 | -2 | 19 | -2 | -0.2 | 2 | -3 | 15
CCNS(=O)(=O)c1ccc2c(c1)n(C)c(=O)n2C | -2 | -8 | -4 | -13 | 20 | 1.4 | 18 | 9 | -3
Fc1ccccc1Cc1nnc2n1N=C(c1ccc(Cl)cc1)CS2 | -2 | -7 | -2 | -4 | 15 | 0.2 | 2 | 5 | 6
CN(NC(=O)c1ccccc1Cl)c1ncc(C(F)(F)F)cc1Cl | -15 | -4 | -3 | 6 | 18 | 0.3 | 6 | 15 | -14
Cc1ccccc1C(=O)Nc1sc(C)c(C)c1C(=O)c1ccccc1 | -4 | -6 | -6 | -5 | 17 | 4.7 | 15 | 1 | -12
COc1cc2c(cc1OC)/C(=C/c1ccc(Br)cc1)C(=O)OC2 | 2 | -30 | -8 | -2 | 13 | 2.3 | 3 | 3 | 10
Cc1ccc2c(c1)N(CC(=O)NCCCN1CCN(C)CC1)C(=O)CO2 | 1 | -3 | -13 | -16 | 3 | -0.1 | -2 | -3 | 7
COCCNC(=S)N/N=C/c1ccc(OCc2ccc(C(=O)OC)cc2)cc1 | -7 | -3 | -4 | 6 | 10 | 0.7 | 1 | 7 | 3
O=C(NCCCCCCCCNC(=O)c1cccc2ccccc12)c1cccc2ccccc12 | 7 | nt | -2 | -8 | -3 | -0.4 | 0 | -8 | -5
Cc1ccc(S(=O)(=O)N2CCN(C3CC(=O)N(CCc4ccccc4)C3=O)CC2)cc1C (stereo not given) | -14 | -13 | -8 | -17 | 12 | 2.1 | 6 | 8 | -11
